# Source: PubChem (National Center for Advancing Translational Sciences (NCATS))
# CBFb-RUNX1 inh: qHTS Assay for Compounds Blocking the Interaction Between CBF-beta and RUNX1 for the Treatment of Acute Myeloid Leukemia | Runt-related transcription factor 1 (Homo sapiens) + Core-binding factor subunit beta … | AlphaScreen CBFb-His/RUNX1-biotin binding, biochemical | Potency, µM (series often up to 59.8 µM), without a hit: at the top dose activity, negative = inhibition, usual class: inhibitors | 230,000 tested, under 10 active | AID 1477, 2009; note: % of control where 0% means no effect
# Target sequence (Q01196 whole entry, looked up): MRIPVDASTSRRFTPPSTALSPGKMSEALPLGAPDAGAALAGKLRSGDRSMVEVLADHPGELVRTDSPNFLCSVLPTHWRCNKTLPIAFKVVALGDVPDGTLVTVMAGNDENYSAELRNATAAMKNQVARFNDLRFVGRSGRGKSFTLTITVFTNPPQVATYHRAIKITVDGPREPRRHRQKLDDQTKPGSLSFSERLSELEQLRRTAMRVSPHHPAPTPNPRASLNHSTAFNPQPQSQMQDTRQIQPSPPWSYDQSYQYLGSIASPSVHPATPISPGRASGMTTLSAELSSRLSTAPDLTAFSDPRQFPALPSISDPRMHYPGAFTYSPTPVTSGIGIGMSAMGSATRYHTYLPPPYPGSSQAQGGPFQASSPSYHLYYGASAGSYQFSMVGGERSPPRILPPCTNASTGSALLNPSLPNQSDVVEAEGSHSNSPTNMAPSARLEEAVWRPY
# Target sequence (Q13951 whole entry, looked up): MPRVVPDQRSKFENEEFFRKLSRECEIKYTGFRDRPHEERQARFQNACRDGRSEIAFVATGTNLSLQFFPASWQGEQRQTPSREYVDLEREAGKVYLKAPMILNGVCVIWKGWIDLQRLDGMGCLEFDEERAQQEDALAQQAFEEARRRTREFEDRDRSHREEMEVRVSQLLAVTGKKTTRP
#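 His-tagged CBF-beta and biotinylated RUNX1 (30 nM each) were premixed 20 min at room temperature, exposed to compound for 15 min, then given nickel-chelate and streptavidin AlphaScreen beads (50 ng each). After 90 min, AlphaScreen signal was read.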
# Epigenetic reg: Quantitative High-Throughput Screen for Regulators of Epigenetic Control | murine LDR cells, GFP reporter derepression, 30 h | Potency, µM (highest dose often 53.9 µM), for inactives: at the top dose GFP activation, hits mostly activators | 0.2% of 280,000 active; note: potency is the fitted concentration of half-maximal effect; % of control where 0% means no effect; nearly all actives have a fitted effect of over 60% in size
#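 Derepression of a silenced CMV-GFP reporter in murine LDR cells is scored by enumerating GFP-positive cells with a laser-scanning microplate cytometer after 30 hours of treatment at 37 C.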
# Luc counter: Counterscreen for Luciferase (Kinase-Glo TM) Inhibition. Luciferin 4-monooxygenase (Photuris pensylvanica), Q27757. Kinase-Glo luciferase, ATP luminescence, 8 min. Potency, µM (titrated, usually from 38.3 µM), inactives show at the highest dose activity change, negative = inhibition, actives largely listed as inhibitors. 0.28% of 200,000 active; note: potency is the fitted concentration of half-maximal effect; % is set by controls: 0 for no effect and ±100 for the full control effect; nearly all actives have a fitted effect of over 60% in size
#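 Recombinant Kinase-Glo luciferase, 10 uM ATP (linear range), luciferin; imidazole pH 7.2 / KCl / MgCl2 / Tween / BSA buffer; 8 min RT; luminescence.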
# IMPase Li cell: qHTS Assay for Identifying the Cell-Membrane Permeable IMPase Inhibitors: Potentiation with Lithium. CHO-M1 cells, IP1 TR-FRET (IP-One), carbachol + lithium. Potency, µM (highest dose often 59.4 µM), inactives show at the top dose activity, negative = IMPase inhibition, hits mostly inhibitors. 0.35% of 210,000 active. AID 1457, 2008;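 note: IP1 builds up when IMPase is blocked and the TR-FRET signal falls; potency is the fitted concentration of half-maximal effect; plate controls were basal vehicle for no effect and high inhibitor control for full effect; nearly all actives have a fitted effect of over 50% in size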
#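 Concentration–response in CHO-M1 cells, lithium-potentiated; 30 min at 37C. IP1 detected by competitive TR-FRET after 10 min lysis at RT. Hill-fitted AC50.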
# NPSR antag: qHTS Assay for Antagonists of the Neuropeptide S Receptor: cAMP Signal Transduction. Q6W5P4. CHO-NPSR cells, cAMP TR-FRET, antagonist mode. Potency, µM (titrated, usually from 38.3 µM), without a hit: top-dose activity change, negative = inhibition, most hits filed as inhibitors. 1% of 220,000 active. AID 1461, 2008; note: potency is the fitted concentration of half-maximal effect; % is set by controls: 0 for no effect and ±100 for the full control effect; nearly all actives have a fitted effect of over 50% in size; many of its hits are not listed in these tables
# Target sequence (Q6W5P4 whole entry, looked up): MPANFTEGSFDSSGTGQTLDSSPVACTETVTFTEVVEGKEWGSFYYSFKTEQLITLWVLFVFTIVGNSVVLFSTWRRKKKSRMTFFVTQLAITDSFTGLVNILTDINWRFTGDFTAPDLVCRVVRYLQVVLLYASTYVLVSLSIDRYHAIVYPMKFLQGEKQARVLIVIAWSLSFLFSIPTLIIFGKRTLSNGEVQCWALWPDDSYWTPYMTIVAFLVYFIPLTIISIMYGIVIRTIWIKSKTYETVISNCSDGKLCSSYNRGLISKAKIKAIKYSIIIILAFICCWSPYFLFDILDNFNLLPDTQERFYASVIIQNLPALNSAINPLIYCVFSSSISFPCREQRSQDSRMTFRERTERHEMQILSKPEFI
# L3MBTL1 inh: qHTS Assay for the Inhibitors of L3MBTL1; Lethal(3)malignant brain tumor-like protein 1 (Homo sapiens), Q9Y468; AID 485360, 2010; Potency, µM (doses to about 57.1 µM), inactives show top-dose activity, negative = inhibition, hits mostly inhibitors; AlphaScreen L3MBTL1–H3K9me1 peptide binding; 0.66% of 230,000 active; note: potency is the fitted concentration of half-maximal effect; % is set by controls: 0 for no effect and ±100 for the full control effect; nearly all actives have a fitted effect of over 60% in size
#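 L3MBTL1 50 nM + b-AHA-H3(1-15)K9me1 75 nM, 30 min RT; compound added, 30 min RT; streptavidin donor/Ni-chelate acceptor beads 10 ug/mL each final, 30 min RT dark; AlphaScreen read.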
# HttQ103 aggreg: qHTS Multiplex Assay to Identify Dual Action Probes in a Cell Model of Huntington: Aggregate Formation (GFP) | 1.1% of 220,000 active | PC12 HttQ103-GFP aggregates, Acumen cytometry, 40 h | Potency, µM (top dose mostly 46.1 µM), inactives show at the top dose activity change, negative = inhibition, most hits filed as inhibitors; note: potency is the fitted concentration of half-maximal effect; % is set by controls: 0 for no effect and ±100 for the full control effect; nearly all actives have a fitted effect of over 60% in size
#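 Read-out: GFP aggregate count by laser scanning cytometer (488 nm excitation, 500-530 nm emission, 1–25 µm objects >6 SD above background). Cells: PC12, inducible HTTex1-Q103-GFP, 100 nM tebufenozide; compounds titrated.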
# * hit, by the source's call; ? = inconclusive; . = no result given; & = joins results of further samples; [ ] = remark or other dose. Calls come from the whole dose curve; as a rule, active = well fitted curve in the direction sought with a large enough effect; inconclusive = small, poorly fitted or top-dose-only effect, or another doubt; inactive = no such curve, though single readings can be large; an effect the other way counts as inactive or inconclusive. These rows are one share of the data; rates above refer to the full screens.
SMILES,CBFb-RUNX1 inh,Epigenetic reg,Luc counter,IMPase Li cell,NPSR antag,L3MBTL1 inh,HttQ103 aggreg
COc1cc(/C=C/C(=O)c2c(O)n(CCc3ccccc3)c(=O)[nH]c2=O)ccc1O,-3.0%,?,-14.2%,14.1%,10µM*,1.0%,35.9%[9.22 µM]
Cc1ccsc1C(=O)C1CCCN(Cc2cnc(N3CCCC3)s2)C1 (centres undefined),-4.2%,-1.4%,-4.4%,11.7%,-16.5%,-16.5%,22.3%[9.22 µM]
O=C1NC(=O)N(c2ccc(F)cc2)C(=O)/C1=C/c1ccsc1,2.4%,-2.2%,-2.4%,-5.2%,-20.8%,2.9%,17.7%
CN1C(=O)COc2c(C(=O)NC3CN4CCC3CC4)cc(Cl)cc21 (centres undefined),25.0%&8.8%,0.0%&-0.1%,.,1.1%,3.8%,.,-39.1%
CCOP(=O)(OCC)C(O)c1ccc(OC)cc1 (centres undefined),11.4%,-2.7%,.,.,8.7%,8.2%,-2.8%[9.22 µM]
Cc1cccc(C)c1OC(=O)Cc1ccccc1,10.9%,2.3%,0.8%,-8.6%,1.7%,.,-18.9%
O=C1OC(c2ccc([N+](=O)[O-])cc2)=N/C1=C/N1CC2CC(C1)c1cccc(=O)n1C2 (centres undefined),2.9%,1.0%,.,.,-26.6%,.,-16.8%[9.22 µM]
C=CCN1CC[C@]23c4c5ccc(O)c4O[C@H]2C(=O)CC[C@@]3(O)[C@H]1C5,-2.9%&5.2%,-1.4%&-1.1%,0.2%[39.9 µM],2.6%&1.4%,10.5%,7.2%&5.2%,13.7%
CC(C)CC(=O)Nc1ccc(C(=O)Cn2c(=O)oc3ccccc32)cc1,-17.8%,0.2%,0.3%,28.8%,-6.3%,?,-12.2%
CC12CN3CN(C1)CC(C)(C3)C2=NO,-0.7%,-0.7%,-0.1%,-6.0%,4.4%,6.5%,4.0%
COc1ccc(N=Cc2c(O)n(CC3CCCO3)c(=O)[nH]c2=O)cc1 (centres undefined),3.4%,2.6%,-4.6%,-1.2%,8.1%,-9.8%,7.4%
COC(=O)C(O)(c1ccc(N(C)C(=O)COc2ccccc2)cc1)C(F)(F)F (centres undefined),-6.2%,2.1%,1.3%,4.2%,2.7%,3.9%,5.9%
COCc1ccc(CN2CCCC(C(=O)c3sccc3C)C2)o1 (centres undefined),-0.3%,0.9%,0.6%,9.4%,4.5%,0.1%,1.1%[9.22 µM]
C=CCN1CC[C@]23CCCCC2[C@H]1Cc1ccc(O)cc13 (some centres undefined),-4.2%&-5.4%,-0.2%&0.0%,-1.0%,10.0%&21.8%,3.9%[46.1 µM],.,?
CCC(C)C1(CC)C(=O)NC(=O)N=C1N (centres undefined),-4.6%,1.1%,1.6%,-3.8%,-9.8%[46.1 µM],10.2%,-1.7%
C[N+]12CCC(CC1)C(C(O)(c1ccccc1)c1cccs1)C2 (centres undefined),7.5%,-4.3%,0.2%,49.5%[activator][38.3 µM],-2.6%[46.1 µM],4.8%,-20.2%
O=C(NCc1ccc(C(=O)N2CCC3(CC2)OCCO3)cc1)c1ccc2c(c1)OCO2,0.0%,-1.2%,-2.3%,-2.4%[38.3 µM],-4.7%[46.1 µM],3.9%,17.1%
CCc1ccc(N2C(=O)NC(=O)/C(=C\c3cccn3CCOc3ccc(C(C)C)cc3)C2=O)cc1,?,?,-2.1%,15.7%,-41.4%,-3.9%,5.1%
c1cncc(C2CC(c3cccs3)n3ncnc3N2)c1 (centres undefined),10.4%,0.9%,-1.8%,21.5%[38.3 µM],3.5%[46.1 µM],?,-17.0%
O/N=C1/C(=C\c2ccccc2)N2CCC1CC2,-0.7%,-0.7%,-1.4%,-14.0%[38.3 µM],14.2%[46.1 µM],-1.3%,-17.9%
COc1ccc(/C=N\N=C(N)N)cc1,6.9%,-1.2%,0.1%,4.1%,14.8%,.,-21.3%
CCCC[C@@H](C)[C@@H](OC(=O)C[C@@H](CC(=O)O)C(=O)O)[C@H](C[C@@H](C)C[C@H](O)CCCC[C@@H](O)C[C@H](O)[C@H](C)N)OC(=O)C[C@H](CC(=O)O)C(=O)O,3.5%,2.1%,.,-13.3%,.,.,.
CCOC(=O)c1ccc(N=Cc2c(O)n(-c3ccccc3F)c(=S)[nH]c2=O)cc1,-3.7%,0.0%,1.8%,0.5%,11.8%,3.1%,?
O=c1c2ccccc2nc(-c2ccco2)n1-c1ccc(Br)cc1,3.6%,-1.0%,.,.,-33.2%,2.2%,-8.1%[9.22 µM]
CCOP(=O)(OCC)C(C)(C)NC(=O)C(Cl)(Cl)Cl,-4.2%,-1.1%,5.1%,3.6%[38.3 µM],-2.7%[46.1 µM],10.1%,-7.5%

# Seven structures out of the list, arranged by number of heavy atoms, lowest first.
SMILES,CBFb-RUNX1 inh,Epigenetic reg,Luc counter,IMPase Li cell,NPSR antag,L3MBTL1 inh,HttQ103 aggreg
CC12CN3CN(C1)CC(C)(C3)C2=NO,-0.7%,-0.7%,-0.1%,-6.0%,4.4%,6.5%,4.0%
CCC(C)C1(CC)C(=O)NC(=O)N=C1N (centres undefined),-4.6%,1.1%,1.6%,-3.8%,-9.8%[46.1 µM],10.2%,-1.7%
CCOP(=O)(OCC)C(C)(C)NC(=O)C(Cl)(Cl)Cl,-4.2%,-1.1%,5.1%,3.6%[38.3 µM],-2.7%[46.1 µM],10.1%,-7.5%
COCc1ccc(CN2CCCC(C(=O)c3sccc3C)C2)o1 (centres undefined),-0.3%,0.9%,0.6%,9.4%,4.5%,0.1%,1.1%[9.22 µM]
CCOC(=O)c1ccc(N=Cc2c(O)n(-c3ccccc3F)c(=S)[nH]c2=O)cc1,-3.7%,0.0%,1.8%,0.5%,11.8%,3.1%,?
O=C1OC(c2ccc([N+](=O)[O-])cc2)=N/C1=C/N1CC2CC(C1)c1cccc(=O)n1C2 (centres undefined),2.9%,1.0%,.,.,-26.6%,.,-16.8%[9.22 µM]
CCCC[C@@H](C)[C@@H](OC(=O)C[C@@H](CC(=O)O)C(=O)O)[C@H](C[C@@H](C)C[C@H](O)CCCC[C@@H](O)C[C@H](O)[C@H](C)N)OC(=O)C[C@H](CC(=O)O)C(=O)O,3.5%,2.1%,.,-13.3%,.,.,.

# Later entries
SMILES,CBFb-RUNX1 inh,Epigenetic reg,Luc counter,IMPase Li cell,NPSR antag,L3MBTL1 inh,HttQ103 aggreg
O=C(O)c1cn(Cc2ccccc2)nc1-c1ccccc1,8.1%,-1.6%,-0.1%,-0.4%,-10.0%,3.7%,9.1%
Cc1ccc(-n2c(O)c(C=Nc3ccc(S(=O)(=O)N(C)C)cc3)c(=O)[nH]c2=O)cc1,4.1%,-0.3%,-4.3%,17.5%[38.3 µM],-9.8%[46.1 µM],.,9.8%
O=C(c1cccc(C(F)(F)F)c1)C1CCCN(Cc2ncc[nH]2)C1 (centres undefined),5.1%,-2.8%,-0.1%,16.1%,6.6%,-4.7%,0.0%[9.22 µM]
CC1CC(OP(O)(=S)c2ccc(N(C)C)cc2NC(=O)c2cccs2)CC(C)(C)C1 (centres undefined),-0.6%,-2.5%,-1.9%,-1.4%,-3.3%,.,?
CP(=O)(O)CN1CCCCC1,17.6%,3.4%,-1.0%,-4.3%,18.8%,-30.1%,1.4%
O=c1c2ccccc2nc(-c2ccccc2)n1-c1nccs1,4.9%,-1.8%,-0.2%,-2.2%,6.0%,12.4%,2.1%
CCCCOCCCN1C(C)=CC(=C2C(=O)NC(=S)NC2=O)C=C1C,0.3%,-0.4%,.,.,40.6%,4.0%,0.0%[9.22 µM]
O=C1/C(=C/c2cc3c(cc2Cl)OCO3)N2CCC1CC2,-5.3%,-0.3%,-1.0%,11.5%,-6.2%,-2.9%,-29.0%
CSc1ncc(CN2CCCC(C(=O)c3ccccc3SC)C2)cn1 (centres undefined),-3.3%,-1.4%,.,.,-7.5%,-8.8%,42.5%[9.22 µM]
O=C1C2C3CCC(O3)C2C(=O)N1CCO (centres undefined),11.7%,1.1%,.,.,13.3%,.,-12.1%[9.22 µM]
COc1ccc2c(c1)[nH]c1c(C)nccc12,-5.5%,?,0.5%,-4.4%&-3.9%&3.4%&6.4%&3.4%,.,8.7%,.
C=CCn1c(O)c(C(C)=NCCN2CCOCC2)c(=O)[nH]c1=O,0.5%,-1.0%,0.4%,7.2%[38.3 µM],-3.6%[46.1 µM],.,-1.6%
Cc1ccc2c(CN3CC=C(c4ccccc4)CC3)cc(=O)oc2c1C,-5.2%,0.1%,.,.,-13.4%[46.1 µM],-4.3%,-18.3%
O=c1oc2ccccc2c(O)c1C(c1ccccn1)c1c(O)c2ccccc2oc1=O,5.0%,0.0%,.,.,?,5.1%,11.7%[9.22 µM]
CN(C)c1ccc(/C=C2/C(=N\O)C3CCN2CC3)cc1,-4.3%,0.1%,.,.,-43.3%,-18.6%,2.3%[9.22 µM]
O=[N+]([O-])c1ccc(O[C@@H]2O[C@H](CO)[C@@H](O)[C@H](O)[C@H]2F)c([N+](=O)[O-])c1,-0.7%,-1.2%,-1.6%,-3.1%,-1.6%[46.1 µM],.,.
COC(=O)C(O)(c1ccc(NC(=O)c2ccco2)c(OC)c1)C(F)(F)F (centres undefined),3.0%,4.4%,1.2%,4.1%[38.3 µM],-2.8%[46.1 µM],2.8%,12.8%
O=C(Cc1ccccc1)N1CCN(CC2CC=CCC2)CC1 (centres undefined),5.8%,-1.0%,1.0%,35.8%[38.3 µM],1.4%[46.1 µM],.,?
CCNCC1(c2ccc(OC)c(OC)c2)CCCC1,6.6%,-2.0%,14.2%,-6.3%[38.3 µM],-17.1%[46.1 µM],2.9%,-14.5%
CC(=O)c1cccc(NC2=NCC(C)S2)c1 (centres undefined),-1.5%,-1.7%,-3.3%,-9.9%[38.3 µM],0.3%[46.1 µM],.,7.5%
CCCC(=O)N(C)C1=Nc2ccc(Cl)cc2C(c2ccccc2)=[N+]([O-])C1,26.8%,0.0%,.,.,-12.3%,.,-1.3%[9.22 µM]
